Mtb BioA inh – blocks M. tuberculosis BioA enzyme activity; purified M. tuberculosis BioA enzyme, plate reader; hit rate 0.096% among 360,000; inhibition, % at 9.99 µM; in the data active means inhibition above about 40%
* hit, by the source's call; & = joins results of further samples. This is a subset, so the mix of outcomes need not match the whole.

Compound | Mtb BioA inh
CO[C@H]1CN(C)C(=O)c2cc(C#N)ccc2OC[C@H]2O[C@@H](CC[C@H]2OC)CCN(C)C(=O)[C@@H]1C | -0.2
COC(=O)C[C@H]1CC[C@@H]2[C@@H](COc3ccc(NC(=O)C4CC4)cc3C(=O)N2C)O1 | -1.1
C[C@@H]1CCCCO[C@@H](CN(C)Cc2ccc(C(F)(F)F)cc2)[C@H](C)CN([C@H](C)CO)C(=O)c2cc(NC(=O)Cc3ccccc3)ccc2O1 | -0.1
CCCN1[C@@H]2c3ccc(-c4ccccc4)c(=O)n3C[C@@H]2[C@@H](CO)[C@@H]1C(=O)N1CCOCC1 | -1.0
CCC(=O)N1C[C@@H](O)COC[C@@H]2O[C@@H](CC(=O)NCC3CCCCC3)CC[C@H]21 | 1.5
CN1[C@@H]2c3ccc(/C=C/c4ccccc4)c(=O)n3C[C@@H]2[C@@H](CO)[C@@H]1C(=O)NC1CCC1 | 5.4
COCC(=O)N1C[C@@H](C)[C@@H](OC)CN(C)C(=O)c2cc(NS(C)(=O)=O)ccc2OC[C@@H]1C | -0.7
CC(C)C(=O)Nc1ccc2c(c1)C(=O)N(C)[C@@H]1CC[C@H](CC(=O)NC3CCCC3)O[C@H]1CO2 | 2.4
COCc1cn(CC[C@H]2CC[C@H](NC(=O)c3ccncc3)[C@H](CO)O2)nn1 | -2.0
COc1ccc(S(=O)(=O)N(C)C[C@@H]2Oc3ccc(NC(=O)Nc4c(C)noc4C)cc3C(=O)N([C@@H](C)CO)C[C@H]2C)cc1 | 1.2
C[C@@H]1CN([C@H](C)CO)C(=O)Cc2cc(NC(=O)Nc3ccc4c(c3)OCO4)ccc2O[C@@H]1CN(C)Cc1ccc(C(F)(F)F)cc1 | 1.2
C[C@H]1CN([C@@H](C)CO)C(=O)c2cc(-c3cccnc3)cnc2O[C@H]1CN(C)C(=O)Nc1ccc2c(c1)OCO2 | 3.4
CO[C@@H]1CN(C)C(=O)c2ccc(NC(=O)C3CC3)cc2OC[C@H](C)N(C(=O)CN2CCOCC2)C[C@H]1C | 0.8
C[C@@H]1CN([C@@H](C)CO)C(=O)Cc2cc(NS(C)(=O)=O)ccc2O[C@H]1CN(C)S(=O)(=O)c1cn(C)cn1 | -0.1
CC(C)NC(=O)N1[C@H](CO)[C@@H]2c3ccccc3N(C(=O)Nc3ccc(F)cc3)C[C@@H]21 | 2.5
CC(C)NC(=O)N1C[C@@H]2[C@H](c3ccccc31)[C@@H](CO)N2C(=O)Nc1cccc(F)c1 | -1.3
CCCN1C[C@H](C)[C@H](OC)CN(C)C(=O)c2cc(NC(=O)c3cccc(F)c3)ccc2OC[C@H]1C | 4.9
Cc1ccc(S(=O)(=O)N(C)C[C@H]2Oc3ccc(N(C)C)cc3C(=O)N([C@H](C)CO)C[C@H]2C)cc1 | 0.1
COc1ccccc1NC(=O)N[C@H]1CC[C@H](CCNS(=O)(=O)c2ccc(F)cc2)O[C@@H]1CO | 3.5
C[C@@H]1CN([C@H](C)CO)S(=O)(=O)c2ccc(-c3cccnc3)cc2O[C@@H]1CN(C)C(=O)C1CCCCC1 | 11
C[C@H]1CN([C@@H](C)CO)C(=O)CCCn2nncc2CO[C@@H]1CN(C)S(=O)(=O)c1ccc(F)cc1 | -1.8
O=C(C[C@H]1CC[C@@H]2[C@H](COC[C@H](O)CN2C(=O)c2ccccc2F)O1)N1CCN(c2ccccc2)CC1 | 0.3
COc1ccc(NC(=O)Nc2ccc3c(c2)C(=O)N([C@H](C)CO)C[C@H](C)[C@H](CN(C)Cc2ccc(Cl)c(Cl)c2)O3)cc1 | -0.6
C[C@@H]1CCCCO[C@@H](CN(C)C(=O)c2ccccc2)[C@@H](C)CN([C@@H](C)CO)C(=O)c2cc(NC(=O)NC3CCCCC3)ccc2O1 | 1.6

Rewritten with each value named: part of the list above.
CC(C)NC(=O)N1[C@H](CO)[C@@H]2c3ccccc3N(C(=O)Nc3ccc(F)cc3)C[C@@H]21
  Mtb BioA inh: 2.5
C[C@@H]1CN([C@H](C)CO)S(=O)(=O)c2ccc(-c3cccnc3)cc2O[C@@H]1CN(C)C(=O)C1CCCCC1
  Mtb BioA inh: 11

Grouped by structure, the compounds so far with a CF3 group.
Compound | Mtb BioA inh
C[C@@H]1CCCCO[C@@H](CN(C)Cc2ccc(C(F)(F)F)cc2)[C@H](C)CN([C@H](C)CO)C(=O)c2cc(NC(=O)Cc3ccccc3)ccc2O1 | -0.1
C[C@@H]1CN([C@H](C)CO)C(=O)Cc2cc(NC(=O)Nc3ccc4c(c3)OCO4)ccc2O[C@@H]1CN(C)Cc1ccc(C(F)(F)F)cc1 | 1.2

Following part:
Compound | Mtb BioA inh
COc1ccc(S(=O)(=O)N2CCCCN3[C@H](CO)[C@H](c4ccc(C5=CCCCC5)cc4)[C@H]3C2)cc1 | 1.6
CO[C@H]1CN(C)C(=O)c2cc(NS(=O)(=O)c3cccc(F)c3)ccc2OC[C@H](C)NC[C@H]1C | -0.6
CCCNC(=O)N1C[C@@H]2[C@H](c3ccccc31)[C@H](CO)N2CC1CCCC1 | 1.8
CO[C@H]1CN(C)C(=O)c2ccc(NC(=O)C3CC3)cc2OC[C@@H](C)N(CC2CCOCC2)C[C@@H]1C | -1.9
CC(=O)Nc1ccc2c(c1)C(=O)N(C)[C@@H]1CC[C@@H](CC(=O)NCc3ccc(F)cc3)O[C@H]1CO2 | 5.4
COc1ccccc1CNC(=O)C[C@@H]1CC[C@@H](NC(=O)CC2CC2)[C@H](CO)O1 | 2.7
CO[C@@H]1CN(C)C(=O)c2ccc(NC(C)=O)cc2OC[C@@H](C)N(C(=O)c2ccc(F)cc2)C[C@@H]1C | 12
Cc1noc(C)c1NC(=O)N(C)C[C@H]1OCc2ccccc2-c2ccccc2C(=O)N([C@H](C)CO)C[C@@H]1C | -3.0
COCC#Cc1ccc([C@@H]2[C@@H](C#N)N(C(=O)NC3CCCC3)[C@@H]2CO)cc1 | 2.2
C[C@H](CO)N1C[C@H](C)[C@H](CN(C)S(C)(=O)=O)Oc2ncc(C#Cc3ccc(F)cc3)cc2C1=O | 1.6&-0.2
CC(C)C#Cc1cnc2c(c1)C(=O)N([C@@H](C)CO)C[C@@H](C)[C@H](CN(C)C(=O)c1ccc3c(c1)OCO3)O2 | 5.8
C[C@@H](NC(=O)[C@@H]1[C@@H](CO)[C@@H]2Cn3c(cccc3=O)[C@H]1N2C(=O)C1CC1)c1ccccc1 | -1.4
COc1cccc(S(=O)(=O)N[C@@H]2CC[C@@H](CC(=O)NCc3ccc(F)cc3)O[C@H]2CO)c1 | -2.7
CO[C@@H]1CN(C)C(=O)c2cc(NS(=O)(=O)c3cccc(Cl)c3)ccc2OC[C@@H](C)NC[C@@H]1C | -3.0
COc1ccc(NC(=O)Nc2ccc3c(c2)C(=O)N([C@H](C)CO)C[C@@H](C)[C@H](CN(C)C)O3)cc1 | -0.6
COc1ccccc1-c1ccc([C@@H]2[C@H](C#N)N[C@@H]2CO)cc1 | -3.6

Compounds from the list above that have a cyano group (three):
Compound | Mtb BioA inh
CO[C@H]1CN(C)C(=O)c2cc(C#N)ccc2OC[C@H]2O[C@@H](CC[C@H]2OC)CCN(C)C(=O)[C@@H]1C | -0.2
COCC#Cc1ccc([C@@H]2[C@@H](C#N)N(C(=O)NC3CCCC3)[C@@H]2CO)cc1 | 2.2
COc1ccccc1-c1ccc([C@@H]2[C@H](C#N)N[C@@H]2CO)cc1 | -3.6

Following part.
Compound | Mtb BioA inh
CN1c2ccc(-c3ccccc3)cc2[C@H]2[C@H](CCN2S(=O)(=O)c2ccccc2F)[C@H]1CO | 2.5
CO[C@@H](CN(C)C(=O)C1CCOCC1)[C@H](C)CN(C(=O)Nc1ccc(F)cc1)[C@@H](C)CO | 0.4
C[C@@H]1CN([C@H](C)CO)C(=O)Cc2cc(NS(C)(=O)=O)ccc2O[C@@H]1CN(C)S(=O)(=O)c1cccs1 | -2.4
COCC(=O)Nc1ccc2c(c1)C(=O)N(C)[C@H]1CC[C@@H](CC(=O)Nc3ccccc3)O[C@@H]1CO2 | 1.3
C[C@H](CO)N1C[C@H](C)[C@H](CN(C)Cc2ccc(C(=O)O)cc2)Oc2c(NC(=O)Nc3cccc4ccccc34)cccc2C1=O | -1.3
CC(C)CC#Cc1ccc2c(c1)O[C@H](CN(C)C)[C@H](C)CN([C@@H](C)CO)S2(=O)=O | 3.8
C[C@@H]1CCCCO[C@@H](CN(C)C(=O)Nc2ccc3c(c2)OCO3)[C@H](C)CN([C@H](C)CO)C(=O)c2cc(NC(=O)c3ccccc3)ccc2O1 | -2.0
COc1ccc(S(=O)(=O)Nc2ccc3c(c2)C(=O)N([C@@H](C)CO)C[C@H](C)[C@H](CN(C)C(=O)c2ccccc2)OCCCC[C@H](C)O3)cc1 | -0.1
C[C@@H]1CN([C@H](C)CO)C(=O)Cc2cc(NC(=O)C3CC3)ccc2O[C@H]1CN(C)Cc1ccc(C(F)(F)F)cc1 | 0.3
C[C@@H]1CN([C@@H](C)CO)C(=O)Cc2cc(NS(C)(=O)=O)ccc2O[C@H]1CN(C)Cc1ccc(Oc2ccccc2)cc1 | 3.1
C[C@H]1CCCCO[C@H](CN(C)S(=O)(=O)c2cccs2)[C@@H](C)CN([C@@H](C)CO)C(=O)c2cc(NC(=O)Nc3ccc(F)cc3)ccc2O1 | -3.3
CCCC(=O)Nc1ccc2c(c1)OC[C@@H](C)N(Cc1cncnc1)C[C@H](C)[C@H](OC)CN(C)C2=O | 14
COc1ccc(S(=O)(=O)N[C@@H]2CC[C@@H](CCNC(=O)c3ccccc3F)O[C@@H]2CO)cc1 | -2.9
C[C@H]1CN([C@@H](C)CO)C(=O)c2cccc(NS(=O)(=O)c3ccc(Cl)cc3)c2O[C@@H]1CN(C)S(=O)(=O)c1ccccc1 | 0.5
O=C(C[C@H]1C[C@@H]2c3cc(NC(=O)c4cccnc4)ccc3O[C@@H]2[C@H](CO)O1)NCC1CC1 | 3.3
Cc1noc(C)c1S(=O)(=O)Nc1ccc2c(c1)C(=O)N([C@H](C)CO)C[C@@H](C)[C@@H](CN(C)S(=O)(=O)c1ccc(F)cc1)OCCCC[C@@H](C)O2 | 0.7
COCC1=C2[C@@H](c3ccccc3)OB(O)C[C@@H]2[C@@H]2C(=O)N(Cc3ccccc3)C(=O)[C@@H]2C1 | -0.5
C[C@@H]1CN([C@H](C)CO)C(=O)c2cc(N(C)C)ccc2O[C@@H](C)CCCCO[C@@H]1CN(C)C(=O)Nc1ccccc1 | 0.3
CN(C)C(=O)C[C@H]1C=C[C@@H](NC(=O)C2CCC2)[C@@H](CO)O1 | -3.3
C[C@H](CO)N1C[C@H](C)[C@@H](CN(C)S(=O)(=O)c2cccs2)OCCCC[C@H](C)Oc2ccc(NC(=O)c3ccccc3)cc2C1=O | -4.5
Cc1noc(C)c1NC(=O)N(C)C[C@@H]1Oc2ncc(C#CCC(C)C)cc2C(=O)N([C@H](C)CO)C[C@H]1C | -1.4
CCNC(=O)[C@@H]1[C@@H](CO)[C@@H]2Cn3c(cccc3=O)[C@@H]2N1C(=O)C1CCCC1 | -1.6
CO[C@H]1CN(C)C(=O)c2cc(NC(=O)C3CC3)ccc2OC[C@@H](C)N(C(=O)c2cnccn2)C[C@@H]1C | 3.5
Cc1cccc(S(=O)(=O)N(C)C[C@@H]2OCc3ccccc3-c3c(n(C)c4ccccc34)C(=O)N([C@H](C)CO)C[C@@H]2C)c1 | -2.5
COc1ccc(NC(=O)N2C[C@@H](O)COC[C@H]3O[C@@H](CC(=O)N4CCCCC4)CC[C@@H]32)cc1 | -0.3
CN(C)CCCNC(=O)C[C@@H]1C=C[C@@H](NS(=O)(=O)c2ccccc2)[C@@H](CO)O1 | 4.2
C[C@@H]1CN([C@@H](C)CO)S(=O)(=O)c2ccc(-c3ccccc3F)cc2O[C@H]1CN(C)S(C)(=O)=O | 1.7
C[C@H](CO)N1C[C@H](C)[C@H](CN(C)S(=O)(=O)c2cccs2)Oc2ccc(NC(=O)Nc3ccc4c(c3)OCO4)cc2C1=O | 1.9
COC(=O)C[C@@H]1CC[C@@H](NC(=O)Nc2ccc(C(F)(F)F)cc2)[C@@H](CO)O1 | -1.1
CCCNC(=O)Nc1ccc2c(c1)C(=O)N(C)[C@H]1CC[C@H](CC(=O)NCc3ccccc3)O[C@H]1CO2 | -5.9
CN(C)C(=O)c1cccc(-c2ccc3c(c2)[C@H]2[C@H](CCN2C(=O)C2CC2)[C@H](CO)N3)c1 | -1.3
C[C@H](CO)N1C[C@H](C)[C@H](CN(C)CC2CCCCC2)Oc2ccc(NC(=O)C3CC3)cc2C1=O | 1.3
COc1ccc(CN(C)C[C@@H]2Oc3ccc(NC(=O)Nc4ccc5c(c4)OCO5)cc3CC(=O)N([C@H](C)CO)C[C@@H]2C)cc1 | 4.1
N#Cc1cccc(-c2ccc([C@H]3[C@H](CO)N4CCCCN(C(=O)Nc5cccc(F)c5)C[C@@H]34)cc2)c1 | -1.2
CCCC#Cc1cnc2c(c1)C(=O)N([C@H](C)CO)C[C@H](C)[C@@H](CN(C)C)O2 | 1.1
COc1ccc(CN(C)C[C@@H]2Oc3c(NC(=O)Nc4ccc5c(c4)OCO5)cccc3C(=O)N([C@H](C)CO)C[C@@H]2C)cc1 | -0.1
CC(C)CC#Cc1cnc2c(c1)C(=O)N([C@H](C)CO)C[C@@H](C)[C@@H](CN(C)C(=O)c1cccnc1)O2 | 0.7
COc1ccc(NC(=O)N(C)C[C@H]2OCCCC[C@@H](C)Oc3ccc(NC(=O)CCC(F)(F)F)cc3C(=O)N([C@@H](C)CO)C[C@H]2C)cc1 | 4.7
C[C@@H]1CN([C@@H](C)CO)C(=O)c2cc(C#C[C@@H](C)O)cnc2O[C@H]1CN(C)C(=O)c1ccccc1 | -0.7
CNC(=O)C[C@@H]1CC[C@@H]2[C@@H](COc3ccc(NC(=O)c4ccccc4F)cc3C(=O)N2C)O1 | -1.1
C[C@@H]1CCCCO[C@@H](CN(C)C(=O)CCCN(C)C)[C@H](C)CN([C@@H](C)CO)C(=O)c2cc(NS(=O)(=O)c3cccs3)ccc2O1 | -0.3
C[C@@H]1CN([C@H](C)CO)C(=O)c2cc(-c3cccc(C#N)c3)cnc2O[C@@H]1CN(C)C(=O)C1CC1 | 0.1

Screens (PubChem BioAssay)
